RAD52 anneal inh = RAD52 DNA annealing inhibitors, primary screen, biochemical, FRET, single point, set 2. DNA repair protein RAD52 homolog (Homo sapiens), P43351. recombinant RAD52 DNA annealing, FRET fluorescence. inhibition, % at 18.7 µM. 360,000 tested, 0.46% active. AID 651710, 2012;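 active means every replicate showing at least 50% inhibition; inconclusive means mean inhibition at least 50% but not in every replicate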
Target sequence (P43351 whole entry, looked up): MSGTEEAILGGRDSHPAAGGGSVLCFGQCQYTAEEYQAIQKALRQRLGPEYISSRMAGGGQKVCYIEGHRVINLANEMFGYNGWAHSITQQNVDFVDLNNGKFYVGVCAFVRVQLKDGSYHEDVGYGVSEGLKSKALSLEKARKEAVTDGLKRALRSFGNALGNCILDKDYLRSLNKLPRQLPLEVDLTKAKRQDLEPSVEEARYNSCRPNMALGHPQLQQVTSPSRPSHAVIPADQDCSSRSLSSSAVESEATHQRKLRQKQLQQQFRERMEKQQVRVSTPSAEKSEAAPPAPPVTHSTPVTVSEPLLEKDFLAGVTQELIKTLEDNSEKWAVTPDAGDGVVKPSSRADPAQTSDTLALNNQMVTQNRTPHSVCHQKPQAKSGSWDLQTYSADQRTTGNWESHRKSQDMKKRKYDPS
XiGFP reactiv = activators of inactive X chromosome reactivation, primary screen, imaging, XiGFP fibroblasts, GFP high-content imaging, set 2 | XiGFP mouse fibroblasts, % GFP-positive cells imaging, 3 d; cells co-treated with 5-aza-dC sensitizer; scaled so ellipticine positive control = 100% | activation, % at 7.58 µM | 360,000 tested, 0.055% active;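 active means mean normalized replicate activation at least 10% and every replicate at or above 10%; inconclusive means only one of the two criteria met; inactive means mean below 10% and not all replicates reach 10%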;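 further: 0% = median of on-plate neutral control wells and 100% = ellipticine 6 µM median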
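Material: SV40-immortalized XiGFP fibroblast cells, line 68-5-11 | Buffer or medium: DMEM containing 5-aza-dC | Dosing: One concentration, pinned | Times: 3 d treatment, 15 min room-temperature fixation | Controls: Ellipticine 6 µM positive control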
S100A4 MyoIIA = inhibitors of S100A4-myosin IIA peptide binding, primary screen, biochemical, fluorescence polarization, TAMRA-MyoIIA peptide | Protein S100-A4 (Homo sapiens), P26447 | inhibition, % at 10.7 µM | 360,000 tested, 0.14% active;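 active means mean inhibition of at least 70% across replicates, with every replicate also reaching that level; inconclusive means mean inhibition reaches 70% but some replicates fall short; inactive means mean inhibition below 70%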
Target sequence (P26447 whole entry, looked up): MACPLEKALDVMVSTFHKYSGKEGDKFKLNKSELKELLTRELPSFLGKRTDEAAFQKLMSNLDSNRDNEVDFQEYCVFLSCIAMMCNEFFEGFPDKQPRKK
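Material: S100A4 monomer protein / Buffer or medium: 50 mM HEPES pH 7.2, 10 mM CaCl2, 100 mM KCl / Times: 5 min incubation before reading / Benchmarks: neutral control DMSO, positive control TFP / Reagent: labelled myosin peptide probe, 5 nM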
esBAF inh = Bmi1 luciferase reporter increase in mESCs, primary screen, esBAF inhibitor project, mouse ES cells, Bmi1 luciferase knock-in, single point. 24 h; 100% = twice the neutral-well signal. reporter increase, % at 12.5 µM. 350,000 tested, 2% active. AID 602393, 2012; in the data active means activation above about 40%; inconclusive means no clear call, values can overlap the other calls;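 further: 0% = median of the plate's neutral control wells and 100% = double that signal; a rise in the Bmi1 reporter signal indicates esBAF inhibition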
ERp5 block = inhibitors of ERp5-driven insulin aggregation, primary screen, biochemical, turbidity, absorbance 650 nm, single point. Protein disulfide-isomerase A6 (Homo sapiens), Q15084. 90 min. AID 651711, 2012. 350,000 tested, 0.05% active. inhibition, % at 9.99 µM;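 active means mean replicate inhibition above about 25%, with every replicate also reaching it, limit read from the data, passing the limit was not always enough; inconclusive means only one of those two criteria met; inactive means neither criterion met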
Target sequence (Q15084 whole entry, looked up): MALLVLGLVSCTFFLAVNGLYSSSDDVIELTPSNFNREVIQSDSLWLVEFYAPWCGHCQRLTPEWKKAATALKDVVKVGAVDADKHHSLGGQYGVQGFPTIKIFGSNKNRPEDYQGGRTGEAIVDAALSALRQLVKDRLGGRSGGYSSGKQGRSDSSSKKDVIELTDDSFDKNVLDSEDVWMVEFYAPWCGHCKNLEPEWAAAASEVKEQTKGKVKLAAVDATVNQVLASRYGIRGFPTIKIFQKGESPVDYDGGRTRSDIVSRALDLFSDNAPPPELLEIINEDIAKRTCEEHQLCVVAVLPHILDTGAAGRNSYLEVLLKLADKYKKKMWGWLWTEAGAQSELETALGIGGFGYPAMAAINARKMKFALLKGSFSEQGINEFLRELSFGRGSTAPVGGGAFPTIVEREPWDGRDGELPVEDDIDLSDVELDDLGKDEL
ERAP1 inh = human ERAP1 aminopeptidase inhibitors, primary screen, biochemical, single point, plate reader; recombinant ERAP1, Leu-AMC fluorescence, 60 min; 340,000 tested, 0.15% active; AID 652197, 2013; inhibition, % at 10.7 µM;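 active means mean replicate inhibition of at least 30%, or all replicates individually reaching that 30% level; inactive means mean below 30% and not every replicate reaching it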;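 further: 0% = neutral control wells and 100% = L-leucinethiol positive control wells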
E-selectin induc = E-selectin induction in HUVECs, primary screen, imaging, HUVEC, immunofluorescence imaging, single point; P16581; normalized: neutral wells 0, TNF-alpha wells 100; activation, % at 7.58 µM; 260,000 tested, 0.37% active; AID 686992, 2013;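 active means mean E-selectin-positive cell signal at least 10% of the positive control, reached in at least 60% of replicates, without over 20% cell loss; inconclusive means no rule given, readout overlaps actives, possibly toxicity-flagged; inactive means the rest, including those meeting only one limit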;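 further: in these data hits start at about 27%; measured in HUVEC primary endothelial cells; signal is the percent of cells scored E-selectin positive by PE staining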
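Test system – human umbilical vein endothelial cells (HUVEC), E-selectin induction · Input – 3,000 HUVEC seeded per well · Buffer or medium – EGM-2, gelatin · Compound dosing – single-point compound dose · Detection – immunofluorescence imaging · Measure – percent E-selectin-positive cells · Controls – TNF-alpha high, DMSO low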
RAD54 branch = inhibitors of human RAD54 branch migration, primary screen, biochemical, fluorescence, single point; RAD54 Holliday junction branch migration, FAM/BHQ fluorescence; 360,000 tested, 0.14% active; inhibition, % at 10.4 µM; DNA repair and recombination protein RAD54-like (Homo sapiens), Q92698; AID 602329, 2012;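 active means mean normalized replicate activity at least 40 and at least half of replicates scoring 40 or more; inconclusive means only one of the two criteria met; inactive means mean below 40 and under half of replicates reaching 40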;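 further: 0% = median of neutral control wells and 100% = median of positive control wells; inhibitors cause a drop in the FAM fluorescence signal; in these data hits start at about 50%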
Active calls of the source: *; u = inconclusive; x = not tested or not shown. Hits appear at their usual frequency; any-hit rate near 2.5%.

molecule	ERp5 block	esBAF inh	S100A4 MyoIIA	E-selectin induc	RAD54 branch	RAD52 anneal inh	XiGFP reactiv	ERAP1 inh
CC(C)C(=O)Nc1ccc2c(c1)C(=O)N(C)[C@@H]1CC[C@H](CC(=O)N[C@H](C)c3ccccc3)O[C@H]1CO2	x	1	x	0.0	9	x	0.1	x
Cc1cccc2cc(CN(C(=S)NCC(C)C)C3CCCC3)c(=O)[nH]c12	0	x	-6	x	x	-13	0.0	0
C[C@H](NC(=O)c1ncn2c1C(=O)N(C)CC2)C(=O)OC(C)(C)C	2	-3	-27	2.1	-1	-22	0.3	-1
Clc1ccc(C[n+]2cc(-c3ccccc3)n3c2CCC3)cc1	1	x	-3	x	0	-6	0.2	-1
CCCC(=O)Nc1ccc2c(c1)OC[C@@H](C)N(C)C[C@@H](C)[C@H](OC)CN(C)C2=O	-10	x	14	1.0	x	0	0.1	x
CC(OC(=O)c1ccc(NS(=O)(=O)c2ccc3[nH]c(=O)[nH]c3c2)cc1)C(N)=O (configuration not stated)	-3	-4	-6	x	13	-9	0.1	1
CC(C)(C)c1ccc(C(=O)NCc2nnc(SCC(=O)N3CCCc4ccccc43)n2-c2ccccc2)cc1	2	x	-4	-0.1	3	-2	-0.1	12
COCC#Cc1ccc(CC[C@H]2O[C@H]3CC[C@H](CO)O[C@H]3C[C@H]2NC(=O)Nc2c(C)noc2C)cc1	6	x	-2	x	x	13	x	-2
NC(=O)C1(N2CCCCC2)CCN(C(=S)Nc2ccc(S(N)(=O)=O)cc2)CC1	-1	x	-6	1.8	x	-10	-0.1	1
Cc1ccc[n+](CC(=O)Nc2cccc(Cl)c2)c1	5	4	7	0.1	0	1	0.1	-2
C[C@@H]1CN([C@H](C)CO)C(=O)c2cccc(NC(=O)c3ccncc3)c2O[C@@H]1CN(C)C	-1	0	111*	x	1	4	0.1	-2
NS(=O)(=O)c1ccc(CCn2c(=S)[nH]c3ccc(F)cc3c2=O)cc1	9	x	2	x	x	-20	0.0	0
O=C(O)[C@@H]1CSC2c3ccccc3C(=O)N21 (some centres not stated)	-3	-4	u	0.7	7	-15	0.1	3
CCOC(=O)c1c(NC(=O)C(C)Sc2cn(C)c3ccccc23)sc2c1CCC2 (configuration not stated)	1	-9	11	-0.1	1	-9	-0.3	-3
CCCN1C[C@@H](C)[C@@H](OC)CN(C)C(=O)c2ccc(NC(=O)C3CCC3)cc2OC[C@@H]1C	-7	3	20	0.0	3	0	0.2	2
COc1ccc(C(=O)c2cc([N+](=O)[O-])ccc2N2CCOCC2)cc1	7	x	-3	4.5	x	-15	1.6	2
COc1cc(NC(C)CCCN)c2nc(C)ccc2c1Oc1ccc(F)cc1 (configuration not stated)	-3	11	-10	-0.5	-7	-17	0.6	2
C[C@@H]1CN([C@@H](C)CO)C(=O)Cc2cc(NS(=O)(=O)c3cn(C)cn3)ccc2O[C@@H]1CN(C)Cc1ccc(C(=O)Nc2ccccc2N)cc1	8	8	1	-0.1	-2	3	0.0	0
COc1ccc2c(c1)CCC/C2=N\Nc1nc(C(=O)NN)cs1	0	x	0	x	6	-2	0.1	-1
Cc1c(N(C(=O)c2ccccn2)C2(C(=O)NC3CCCCC3)CCCCC2)c(=O)n(-c2ccccc2)n1C	4	x	-7	x	x	-14	0.1	-1
CN1CCN(C(=O)C[C@@H]2C[C@@H]3c4cc(NC(=O)Nc5ccc(F)cc5)ccc4O[C@@H]3[C@@H](CO)O2)CC1	5	-4	-4	-0.3	-2	0	0.0	3
Cc1ccc(NC(=O)C2Cc3ccccc3O/C2=N\O)cc1C (configuration not stated)	3	u	0	0.0	-4	-3	0.3	-1
CCCC(O)C#Cc1cnc2c(c1)C(=O)N([C@H](C)CO)C[C@H](C)[C@H](CN(C)S(=O)(=O)c1ccc(C)cc1)O2 (some centres not stated)	-3	2	0	-0.2	-4	10	0.3	0
Cc1cc(C)c(C#N)c(N2CCN(c3ccccc3F)CC2)n1	-1	-14	-4	x	6	0	-0.1	-2
COc1ccc(-c2nc(CS(=O)CC(=O)NC3CCCc4ccccc43)c(C)o2)cc1OC (configuration not stated)	1	7	-1	x	-11	-2	0.3	3

Single records (already shown):
C[C@H](NC(=O)c1ncn2c1C(=O)N(C)CC2)C(=O)OC(C)(C)C across the screens: ERp5 block: 2; esBAF inh: -3; S100A4 MyoIIA: -27; E-selectin induc: 2.1; RAD54 branch: -1; RAD52 anneal inh: -22; XiGFP reactiv: 0.3; ERAP1 inh: -1
NC(=O)C1(N2CCCCC2)CCN(C(=S)Nc2ccc(S(N)(=O)=O)cc2)CC1 across the screens: ERp5 block: -1; esBAF inh: x; S100A4 MyoIIA: -6; E-selectin induc: 1.8; RAD54 branch: x; RAD52 anneal inh: -10; XiGFP reactiv: -0.1; ERAP1 inh: 1

Continuation:
molecule	ERp5 block	esBAF inh	S100A4 MyoIIA	E-selectin induc	RAD54 branch	RAD52 anneal inh	XiGFP reactiv	ERAP1 inh
S=c1ccc2ccccc2[nH]1	-3	12	37	x	1	-17	0.0	0
CC(C)NC(=O)Nc1ccc2c(c1)C(=O)N([C@H](C)CO)C[C@H](C)[C@H](CN(C)Cc1ccc(C(=O)O)cc1)O2	2	-3	3	15	7	-5	0.0	1
O=C(NN=Cc1ccc2c(c1)OCO2)C1CC1	-1	38	1	1.0	9	1	0.2	4
C[C@H]1CN([C@@H](C)CO)C(=O)c2cccc(N(C)C)c2O[C@@H]1CN(C)C(=O)Nc1ccc(C(F)(F)F)cc1	-3	7	4	x	-5	-20	-1.0	3
C[C@@H]1CN([C@@H](C)CO)S(=O)(=O)c2ccc(C#CCN(C)C)cc2O[C@H]1CN(C)Cc1ccccc1	6	0	7	-0.2	0	6	-2.1	-2
Cc1ccc(S(=O)(=O)N2CCN(c3ncnc4sccc34)CC2)cc1C	-3	-22	-10	0.0	-3	-32	-0.7	2
COc1ccc(C(=O)OCC[N+]2(C)CCCCC2)cc1	-4	x	-3	x	x	-11	0.3	7
O=C(Nc1cccc(F)c1)N1CC(=O)N2[C@H](C1)[C@@H](c1ccc(Br)cc1)[C@@H]2CO	-3	x	-21	-0.1	x	-11	0.0	-2
C[C@H]1CN([C@@H](C)CO)C(=O)Cc2cc(NC(=O)Cn3cnnn3)ccc2O[C@@H]1CN(C)Cc1ccc(C(=O)Nc2ccccc2N)cc1	3	x	-3	-4.0	x	24	0.3	2
CN1CCN(S(=O)(=O)c2ccc(NC(=O)c3ccc([N+](=O)[O-])cc3)cc2)CC1	4	2	6	x	3	-18	0.1	0
CCOC(=O)/C(C#N)=C/C1=C(N2CCOCC2)C(C)(C)OCC1	5	x	23	x	x	-23	0.0	3
Cc1ccc(S(=O)(=O)NC2CCCCC2)c(C)c1NS(C)(=O)=O	-5	x	4	-0.1	x	-13	0.0	-4
COc1ccc(S(=O)(=O)N(C)C[C@@H]2Oc3ccc(NC(=O)Nc4ccc(C(F)(F)F)cc4)cc3CC(=O)N([C@H](C)CO)C[C@@H]2C)cc1	1	0	3	1.9	8	-13	-0.2	0
COc1ccc(CCNC(=O)c2c(C)nc3ccccn23)cc1	3	-3	0	1.5	-7	-2	0.0	-2
CC(C)[C@H](NC(=O)c1ccc(Cl)c(Cl)c1)C(=O)N1CCC[C@H]1C(=O)NCCc1ccccc1Cl	3	x	-2	17	x	-7	0.3	2
Cc1cccc(/C=N/NC(=O)c2ccc(NC(=O)c3ccc(F)cc3)cc2)n1	-2	39	0	x	2	-53	0.2	-1
CC(CCc1ccccc1)NC(=S)NC(=O)c1ccco1 (configuration not stated)	2	x	42	x	x	0	0.0	1
CC(NC(=O)c1ccc(OC2CCN(S(=O)(=O)N(C)C)CC2)cc1)C1CC1 (configuration not stated)	1	x	11	x	x	-14	0.2	-4
CN(C)CCN(C)C1CN(Cc2ccccc2)S(=O)(=O)C1 (configuration not stated)	4	-5	2	0.0	2	-7	0.1	-1
CCCN1Cc2cccc(C(=O)NC(CC(=O)OCC)c3ccc(C)cc3)c2C1=O (configuration not stated)	4	-8	5	4.5	x	-23	0.1	5
CCc1cc(-c2nnn(CCC3COCCO3)c2CC)ccc1-c1cn(Cc2ccccc2)nn1 (configuration not stated)	-3	20	4	-7.0	4	5	-0.1	x
Cn1c(N)c(C(=O)COC(=O)CC2CC3CCC2C3)c(=O)n(C)c1=O (configuration not stated)	4	x	-3	-0.1	-4	-5	0.0	-2
CC1(c2nnc(Cc3ccccc3)o2)CC(c2ccc(Cl)cc2)=NO1 (configuration not stated)	1	-6	1	0.1	3	-13	1.7	-1
O=C1COc2ccc(C(=O)CSc3nc4ccccc4c(=O)n3-c3ccc(Cl)c(Cl)c3)cc2N1	0	x	-3	x	x	-7	0.0	-2
Cc1ccc(S(=O)(=O)CC(N)=O)cc1	-3	-8	4	x	-7	-7	x	7

Later entries
molecule	ERp5 block	esBAF inh	S100A4 MyoIIA	E-selectin induc	RAD54 branch	RAD52 anneal inh	XiGFP reactiv	ERAP1 inh
CC[N+](C)(C)c1cccc(O)c1	3	-6	1	-0.1	-7	1	-0.1	-2
C[C@@H]1CN([C@H](C)CO)C(=O)c2cc(NS(=O)(=O)c3ccc(Cl)cc3)ccc2O[C@@H](C)CCCCO[C@@H]1CN(C)C(=O)c1ccncc1	1	-1	-7	-0.3	7	7	0.3	-5
CC(C)NC(=O)N[C@@H]1CC[C@@H](CCn2cc(-c3ccccc3)nn2)O[C@@H]1CO	1	-1	3	-0.3	-3	17	-0.2	0
C[C@H]1CN([C@@H](C)CO)C(=O)c2cc(-c3cncnc3)cnc2O[C@H]1CN(C)Cc1ccc(Oc2ccccc2)cc1	6	-2	-21	0.8	4	-3	0.0	-5
Cc1noc(C)c1NC(=O)N[C@@H]1CC[C@@H](CCNC(=O)C2CCCCC2)O[C@@H]1CO	4	7	1	0.0	-12	-1	0.2	3
Cc1ccc(NC(=O)Cn2ccc([N+](=O)[O-])n2)cc1C	-2	x	-2	3.6	x	-4	0.2	1
COc1ccc(C(=O)CNc2ccccc2CO)cc1	1	x	1	x	x	-12	-0.1	2
COC(=O)c1cc(O)c(O)c(O)c1	-5	3	-2	-0.8	-4	-14	0.1	-3
Cc1ccc2nc(N3CCOCC3)c(C=O)cc2c1	-2	30	3	2.2	4	-1	0.0	1
C[C@@H]1CN([C@H](C)CO)C(=O)c2cccc(NS(C)(=O)=O)c2O[C@@H]1CN(C)Cc1ccc(C(=O)O)cc1	-4	2	12	x	-1	-2	-0.9	1
